# SNCA viab count: reduces viability of HEK-293 SNCA reporter cells; HEK-293-SNCA-luc viability, GF-AFC fluorescence, 24 h; Potency, µM (top dose mostly 57.1 µM), without a hit: at the highest dose activity change, negative = cytotoxicity, usual class: cytotoxic; hit rate 0.12% among 150,000; AID 1671193;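 note: potency is the fitted concentration of half-maximal effect; 0% = DMSO-treated cells and -100% = medium-only wells without cells; nearly all actives have a fitted effect of over 30% in size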
#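 Cytotoxicity counterscreen: after 24 h compound treatment of genome-edited SNCA-luciferase HEK-293 cells, live-cell protease substrate GF-AFC read by fluorescence after 30 min; activity scaled between DMSO (0%) and medium-only (-100%), curves Hill-fitted.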
# HEK cytotox: kills HEK 293 cells | AID 1345083 | hit rate 6.6% among 94,000 | HEK 293 viability, ATP luminescence (CellTiter-Glo), 48-72 h | Potency, µM (highest dose often 115 µM), for inactives: top-dose activity change, negative = cytotoxicity, most hits filed as inhibitors; note: potency is the fitted concentration of half-maximal effect; nearly all actives have a fitted effect of over 60% in size
#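 Read-out: CellTiter-Glo ATP luminescence. Cells: HEK 293, 250 cells/well. Exposure: 48 or 72 hr, 37 degree Celsius.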
# SNCA expr inhib: SNCA gene expression inhibition | HEK-293 SNCA-luciferase knock-in, luminescence, 24 h | Potency, µM (top dose mostly 57.2 µM), for inactives: top-dose activity change, negative = inhibition, actives largely listed as inhibitors | hit rate 0.17% among 140,000 | AID 1671194;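 note: potency is the fitted concentration of half-maximal effect; plate controls were DMSO cells for no effect and cell-free wells for full effect; nearly all actives have a fitted effect of over 45% in size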
# IP6K1 inhibitor: IP6K1 kinase inhibition. Q92551. IP6K1 kinase, ADP-Glo luminescence, 2 h; stronger effect = lower value. hit rate 0.81% among 140,000. activity change, % (series mostly up to about 58 µM). AID 1645851; in the data active = activity change below about -25%
#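 ADP-Glo luminescence measures ADP made by human IP6K1 during a 2 h RT reaction with ATP/IP6 (mix at 1.3 mM/130 uM); top library doses 57.5 and 19.1 uM final.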
# NIH3T3 tox: NIH 3T3 cell cytotoxicity; hit rate 4.3% among 94,000; NIH 3T3 viability, CellTiter-Glo ATP luminescence, 48-72 h; Potency, µM (doses to about 96.7 µM), without a hit: at the highest dose activity change, negative = cytotoxicity, most hits filed as inhibitors; note: potency is the fitted concentration of half-maximal effect; nearly all actives have a fitted effect of over 55% in size
#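 Luminescent ATP readout (CellTiter-Glo, 10 min RT) after 48 or 72 hr compound exposure of NIH 3T3 cells seeded at 400 cells/well in 1536-well format; quantitative HTS.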
# GPT2 inh: inhibitors of human GPT2 alanine aminotransferase | Q8TD30 | Recombinant GPT2, coupled pyruvate oxidase/HRP Amplex Red fluorescence | Potency, µM (series often up to 57.7 µM), for inactives: top-dose activity change, negative = inhibition, hits mostly inhibitors | hit rate 0.25% among 100,000; note: potency is the fitted concentration of half-maximal effect; nearly all actives have a fitted effect of over 60% in size; many of its hits are not listed in these tables
# Target sequence (Q8TD30 whole entry, looked up): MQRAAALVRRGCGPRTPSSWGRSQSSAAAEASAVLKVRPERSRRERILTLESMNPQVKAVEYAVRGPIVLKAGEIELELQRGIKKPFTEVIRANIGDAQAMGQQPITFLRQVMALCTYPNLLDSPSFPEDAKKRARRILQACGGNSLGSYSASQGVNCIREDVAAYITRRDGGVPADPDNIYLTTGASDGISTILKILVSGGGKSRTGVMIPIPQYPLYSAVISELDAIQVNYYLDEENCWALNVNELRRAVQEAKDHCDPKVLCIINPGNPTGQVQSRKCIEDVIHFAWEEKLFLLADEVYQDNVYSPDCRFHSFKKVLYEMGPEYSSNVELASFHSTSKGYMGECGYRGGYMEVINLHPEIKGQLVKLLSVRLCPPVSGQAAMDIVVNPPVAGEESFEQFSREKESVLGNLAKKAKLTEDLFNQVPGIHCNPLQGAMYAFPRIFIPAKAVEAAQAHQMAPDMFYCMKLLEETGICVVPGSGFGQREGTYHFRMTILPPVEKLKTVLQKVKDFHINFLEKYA
#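 Fluorescence read-out: pyruvate from GPT2 turnover coupled to pyruvate oxidase, HRP and Amplex Red (0.2mM ThPP, 0.2U/mL PO and HRP, 50uM Amplex final). Substrates 250uM a-KG, 2mM L-alanine; enzyme 10ng/uL; 30 min RT.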
# Luciferase inh: inhibitors of firefly (Photinus pyralis) luciferase | P08659 | Potency, µM (doses to about 115 µM), for the others: top-dose activity change, negative = inhibition, most hits filed as inhibitors | AID 1347043 | purified P. pyralis luciferase, luminescence, biochemical | hit rate 2.5% among 76,000; note: potency is the fitted concentration of half-maximal effect; nearly all actives have a fitted effect of over 65% in size
# Target sequence (P08659 whole entry, looked up): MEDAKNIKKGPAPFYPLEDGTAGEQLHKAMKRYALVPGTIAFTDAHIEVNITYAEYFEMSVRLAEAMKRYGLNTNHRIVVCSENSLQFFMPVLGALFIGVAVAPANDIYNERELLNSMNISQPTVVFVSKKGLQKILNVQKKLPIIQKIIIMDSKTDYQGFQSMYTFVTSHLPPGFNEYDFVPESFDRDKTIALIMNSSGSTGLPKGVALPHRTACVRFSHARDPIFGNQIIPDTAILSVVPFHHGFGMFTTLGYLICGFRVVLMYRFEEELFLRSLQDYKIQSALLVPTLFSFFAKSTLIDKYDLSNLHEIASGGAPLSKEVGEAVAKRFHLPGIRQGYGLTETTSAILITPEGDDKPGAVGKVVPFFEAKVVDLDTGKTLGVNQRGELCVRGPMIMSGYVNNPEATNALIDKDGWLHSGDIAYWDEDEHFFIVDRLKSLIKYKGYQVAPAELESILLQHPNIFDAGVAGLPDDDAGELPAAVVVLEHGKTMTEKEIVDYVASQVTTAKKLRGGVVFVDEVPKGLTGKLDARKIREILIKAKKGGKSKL
#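 Luminescence read by CCD imager after adding enzyme (10nM final) to wells holding compound, titrated in qHTS. Substrates 10uM each D-luciferin and ATP; buffer 50mM Tris acetate pH 7.5, 10mM Mg acetate, Tween-20, BSA.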
# * hit, by the source's call; i = inactive; ? = inconclusive; nt = not tested or not shown; & = joins results of further samples; ! = not confirmed by another sample; [ ] = dose if it differs, or a comment. Unless noted, calls come from the whole dose curve; as a rule, active = well fitted curve in the direction sought with a large enough effect; inconclusive = small, poorly fitted or top-dose-only effect, or another doubt; inactive = no such curve, though single readings can be large; an effect the other way counts as inactive or inconclusive. Unless noted, % is set by controls: 0 for no effect and ±100 for the full control effect. An unsorted share of the library. Share with any hit: about 7.8%.
SMILES	Luciferase inh	SNCA viab count	IP6K1 inhibitor	NIH3T3 tox	HEK cytotox	GPT2 inh	SNCA expr inhib
COc1ccc(-c2nc(N3CCOCC3)cc3c2CN(CC2CC2)C3=O)cn1	-4.1%[172 µM]	4.4%[87.6 µM]	5.1	?	?	-9.3%[88.5 µM]	23.2%[87.6 µM]
COc1cc(-c2nc(-c3ccccc3)c(-c3ccc(Br)cc3)[nH]2)cc(OC)c1O	nt	-7.2%	0.9	nt	nt	nt	4.3%
Cc1ccc(/C=C/c2onc(C)c2S(=O)(=O)N2CCC(C(=O)N3CCOc4ccc(C)cc43)CC2)cc1	nt	14.4%	7.2	nt	nt	nt	22.8%
CCn1cc(C(=O)NCCCOC(C)C)c(=O)c2cc(S(=O)(=O)N3CCOCC3)ccc21	nt	1.1%	5.0	nt	nt	nt	18.9%
COCC(=O)N1CCC2(CC1)OC(=O)N(CCOc1ccccc1)C2(C)c1cccnc1 (configuration not stated)	1.9%[172 µM]	-1.6%[87.6 µM]	-6.7	50.1µM*	-8.7%[172 µM]	-1.6%[88.5 µM]	-19.3%[87.6 µM]
CC(=O)c1cccc(NC(=O)CSc2ncc3c(n2)-c2cc(Cl)ccc2N(Cc2ccccc2)S3(=O)=O)c1	nt	-10.3%	-11.9	nt	nt	nt	18.5%
COc1cc(CN2CC[C@H](CNC(=O)C3CC3)[C@H](N(C)C)C2)cc(OC)c1	-1.6%	6.2%[12.5 µM]	12.1	0.2%	-13.7%	i	-6.0%
CC(c1cccs1)N(C)Cc1ccccc1 (configuration not stated)	-1.6%[299 µM]	4.3%[183 µM]	3.4	4.8%[279 µM]	-7.1%[345 µM]	2.0%[192 µM]	?
O=C(CN1C(=O)COc2ccc(S(=O)(=O)N3CCCCCC3)cc21)N1CCN(c2cccc(Cl)c2)CC1	nt	?	9.5	nt	nt	nt	-19.2%
O=C(c1nnc(CN2CCOCC2)n1Cc1ccccc1)N1CCC[C@@H]1c1ccc(Br)cc1	-7.7%	3.5%	-11.1	?	?	1.3%	-0.4%
O=C(NC1CCOC1)c1ccc2oc(-c3ccc(C(F)(F)F)cc3)nc2c1 (configuration not stated)	-3.1%	4.0%	13.7	-13.7%	?	?	55.0%[activator]
CCN1c2cc(C(=O)Nc3cc(C)cc(C)c3)ccc2C(=O)N2CCCC21 (configuration not stated)	-7.5%	6.6%[12.5 µM]	-5.3	?	?	i	54.3%[activator]
C[C@@]1(O)CCN(Cc2cccc(F)c2)C[C@H]1N1CCCC1	6.2%	-1.6%	25.3	3.1%	5.5%	i	16.4%
O=C(O)c1ccc(CN[C@@H]2CO[C@H](CNS(=O)(=O)c3ccccc3)[C@H]2O)cc1	-13.7%[172 µM]	0.8%[87.6 µM]	32.4	-10.2%[174 µM]	-0.8%[172 µM]	i	0.0%[87.6 µM]
O=C(NCc1ccc2c(c1)OCO2)c1csc(N2CCN(c3ccc(F)cc3)CC2)n1	-3.0%	?	-1.6	?	28.2µM*	1.3%	?
Cc1ccc(Nc2ncnc3sc4c(c23)CCC(C)C4)cc1C (configuration not stated)	nt	3.2%	-0.7	nt	nt	nt	16.6%
Cc1ccc(-c2nc(C)c(CCNS(=O)(=O)c3ccccc3F)s2)cc1	nt	-13.2%	-12.4	nt	nt	nt	34.2%[activator]
Cc1ccc2nc3n(c2c1)[C@@H](CNCc1ccc(C#N)cc1)COC3	2.5%[172 µM]	-23.2%[87.6 µM]	-7.9	?	?	-2.4%[88.5 µM]	14.5%[87.6 µM]
O=C(Nc1cc(-c2cccnc2)nn1-c1ccccc1)c1ccccc1	nt	-16.6%	6.2	-25.9%	?	i	-10.6%
CC(C)COC(=O)OCN1C(=O)CN(CCN2CC(=O)N(COC(=O)OCC(C)C)C(=O)C2)CC1=O	nt	4.4%	nt	nt	nt	-14.4%	28.4%
O=S(=O)(c1ccc(Br)cc1)N1CCC(n2cnnc2C2CC2)CC1	11.4%	5.0%	-6.0	?	-3.8%	-0.3%	-12.0%
COc1ccc(OC)c(CNS(=O)(=O)c2c(C(=O)N3CCCCCC3)c(C)n(C)c2C)c1	nt	-17.8%	6.6	nt	nt	nt	-0.7%
O=C(NCC1CCOCC1)Nc1c(F)cccc1F	1.3%	4.5%	15.0	i	4.6%	i	-12.7%
CCc1cc(N2CCCC(C(=O)c3sccc3C)C2)ncn1 (configuration not stated)	4.3%	-18.5%	5.9	-38.8%	31.6µM*	1.3%	-6.3%
Cc1ccc(-c2ccc3nnc(CNC(=O)Cc4ccsc4)n3n2)cc1C	0.0%	-5.4%	0.2	-7.9%	-12.9%	2.6%	-0.6%
COc1ccc(C(=O)N2CCC(N3C(=O)CCC3C(=O)NC(C)C)CC2)cc1 (configuration not stated)	0.3%	8.8%	-4.3	-14.1%	-3.9%	i	3.7%
O=C(NCCc1ccccc1)N1CCCC(Cn2cnc3cccnc32)C1 (configuration not stated)	5.8%	-11.0%	4.0	-6.5%	-7.1%	?	3.3%
O=C(C[C@@H]1C[C@H]2O[C@H](CNC3CCOCC3)[C@@H](O)[C@H]2O1)N1CCC(F)(F)C1	-3.3%[172 µM]	3.5%[87.6 µM]	-7.5	-2.2%[174 µM]	i	-2.5%[88.5 µM]	-10.5%[87.6 µM]
CCCOc1ccc(C(=O)Nc2cccc(-c3nc4ccccc4[nH]3)c2)cc1	nt	-13.4%	-6.9	nt	nt	nt	-12.1%
Cn1ncc2c(C(=O)N3CCN(c4ncccn4)CC3)cc(-c3ccc(Cl)nc3)nc21	nt	?	8.6&0.0	35.5µM*!	?	?	18.7%&-0.8%

# Quoted at random: 2 compounds from above
SMILES	Luciferase inh	SNCA viab count	IP6K1 inhibitor	NIH3T3 tox	HEK cytotox	GPT2 inh	SNCA expr inhib
CCCOc1ccc(C(=O)Nc2cccc(-c3nc4ccccc4[nH]3)c2)cc1	nt	-13.4%	-6.9	nt	nt	nt	-12.1%
O=C(NCC1CCOCC1)Nc1c(F)cccc1F	1.3%	4.5%	15.0	i	4.6%	i	-12.7%

# The list continues.
SMILES	Luciferase inh	SNCA viab count	IP6K1 inhibitor	NIH3T3 tox	HEK cytotox	GPT2 inh	SNCA expr inhib
O=C(Nc1ccccc1F)N1CCC2(CCC2N2CCOCC2)CC1 (configuration not stated)	nt	11.3%	4.0	-0.1%	2.6%	i	13.6%
O=C(COCc1cc(-c2cccs2)on1)Nc1cccc(Cl)c1Cl	nt	11.7%	3.1	nt	nt	nt	-8.0%
CSc1ccc(-c2cccc(C(=O)NCCNC(=O)C3CC3)c2)cc1	nt	-4.8%[12.5 µM]	19.9	?	?	i	12.0%
COc1ccccc1Nc1ccnc(N2CCCC(C(=O)NCCc3ccccc3)C2)n1 (configuration not stated)	nt	-19.9%[12.5 µM]	14.4	15.8µM*	?	i	8.4%
Cc1ccc(NC(=O)C2CC(=O)N(c3n[nH]c4ccccc34)C2)nc1 (configuration not stated)	9.9%	7.5%	-6.6	-14.3%	-3.3%	i	2.1%
CCOC(=O)c1ccc(NC(=O)CCCn2c(=O)c3cccn3c3cccnc32)cc1	nt	1.4%	1.8	nt	nt	nt	0.9%
Cc1ccccc1NC(=O)Cn1cc(S(=O)(=O)N2CCCC2)c(S(=O)(=O)N2CCCC2)c1	nt	1.5%	9.0	nt	nt	nt	?
COc1ccc(NC(=O)CN(Cc2ccccc2)S(=O)(=O)c2ccc3nc(C)sc3c2)cc1	nt	-6.2%	-11.8	nt	nt	nt	-0.7%
Cc1ccc(NC(=O)NCC2CCOCC2)c(Cl)c1	?	7.6%	12.4	i	14.8%	-7.4%	115.2%[activator]
Cc1cc(C)cc(NC(=O)CCc2c(C)nc3c(c2C)c(=O)n(C)c(=O)n3C)c1	nt	-17.4%	38.8	nt	nt	nt	-20.4%
CCOC(=O)C1=C(O)C(=O)N(Cc2ccccc2)C1	nt	-1.9%	nt	nt	nt	2.7%	-35.4%
COc1ccc(C2=CC(c3cc(Br)ccc3F)n3c(nc4ccccc43)N2)cc1 (configuration not stated)	nt	3.2%	12.4	nt	nt	nt	?
COCCN(C)C[C@@H]1CN(C(=O)c2cc(F)cc(C#N)c2)C[C@@H]1CO	-7.5%	2.0%	7.0	i	4.7%	-23.1%	?
COC[C@H]1CCCN1Cc1cn(-c2ccccc2)nc1-c1ccc(OC)cc1F	?	-21.9%	8.8	-18.7%	?	3.6%	17.0%
CCCCc1cc(C[C@@H]2C[C@H](NC(=O)C(C)(C)C)C2(C)C)no1	?	-21.1%[87.6 µM]	11.3	?	70.8µM*	?	35.6%[activator][87.6 µM]
COc1ccc(NC(=O)CSc2nc3ncccc3[nH]2)c(OC)c1	nt	-15.9%	12.1	nt	nt	nt	-10.5%
Cc1ccc(N2CCC(N)C2=O)cc1C (configuration not stated)	0.1%	-4.0%	3.0	i	5.7%	i	8.5%
O=C(NCc1ccc(F)cc1Cl)C1CCN(c2cnc3nccnc3c2)CC1	-4.3%	3.2%	6.6	i	8.3%	i	11.2%
CCN1c2cc(C(=O)Nc3ccc(F)c(F)c3)ccc2C(=O)N2CCCCC21 (configuration not stated)	-12.3%	28.7%[12.5 µM]	14.8	?	39.8µM*	4.3%	0.9%
COCCc1noc([C@@H]2CN(Cc3ccc(C(C)C)cc3)C[C@H]2CO)n1	-9.6%	6.4%	-4.2	?	39.8µM*	i	45.6%[activator]
COCC(=O)NC1CCC12CCN(C(=O)CC(C)C)CC2 (configuration not stated)	nt	5.9%	19.2	-11.6%	2.1%	-9.4%	10.2%
C=CCO[C@@H]1CCN2C(=O)c3cc(-c4cc(Cl)ccc4OC)ccc3NC(=O)[C@H]12	-21.8%[172 µM]	?	9.9	100µM*	63.1µM*	-3.1%[88.5 µM]	?
Cn1ccnc1C(=O)N1C[C@@H](Oc2ccccc2)C[C@H]1C(=O)NC1CC1	-8.8%	5.7%	0.0	-4.4%	2.9%	-3.8%	-15.3%
CCOc1ccc(C(=O)c2c(N)c(-c3nc(-c4ccc(OCC)cc4)cs3)c3ccccn23)cc1	nt	2.6%	13.6	nt	nt	nt	14.2%
CCN1c2cc(C(=O)Nc3ccc(OC)c(OC)c3)ccc2C(=O)N2CCCCC21 (configuration not stated)	-25.0%	1.9%[12.5 µM]	-3.3	?	?	i	15.0%
Cc1ccc(NC(=O)CCCn2c(=O)c3cccn3c3cccnc32)c(Cl)c1	nt	-3.8%	4.0	nt	nt	nt	7.5%
O=C(NCc1cccnc1)c1ccc2c(c1)n(Cc1ccccc1)c(=O)c1ccnn12	0.1%	-18.1%	35.3	-5.7%	-13.4%	i	21.2%
